PI4K2A inh – blocks human PI4K2A kinase activity | activity change, negative = inhibition, % at 76.9 µM | hit rate 0.13% among 420,000 | purified PI4K2A, ADP-Glo luminescence, 1 h; active compounds read low | AID 1346378 | Q9BTU6; in the data active = activity change below about -50%; inconclusive = mostly about -30% to -49%;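 note: -100% = wells without enzyme as full effect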
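PI4K2A activity was measured by ADP-Glo luminescence: enzyme (4 ug/mL stock) and phosphatidylinositol (1.2 mM stock) in Tris pH 7.5/MgCl2/EGTA/Triton X-100 buffer were reacted with ATP (300 microM stock) for one hour at ambient temperature.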
HP1b chromo inh – blocks HP1-beta chromodomain binding to methylated histone tails; AlphaScreen HP1-beta / biotin-H3K9me3 peptide binding; Potency, µM (series often up to 114 µM), inactives show at the highest dose activity change, negative = inhibition, usual class: inhibitors; hit rate 0.56% among 390,000; P83916; note: potency is the fitted concentration of half-maximal effect; nearly all actives have a fitted effect of over 70% in size; inactives centre near 23
Target sequence (P83916 whole entry, looked up): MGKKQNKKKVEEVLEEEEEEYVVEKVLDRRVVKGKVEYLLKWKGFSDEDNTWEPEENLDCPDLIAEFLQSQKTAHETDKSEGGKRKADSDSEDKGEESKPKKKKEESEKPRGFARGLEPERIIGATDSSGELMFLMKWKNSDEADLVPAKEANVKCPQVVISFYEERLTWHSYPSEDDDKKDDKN
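AlphaScreen: HP1-beta (50 nM) preformed 30 min with biotin-H3(1-18)K9me3 peptide (50 nM) in PBS pH 7.4, 0.01% Tween-20. Compound added for 30 min at RT, then streptavidin donor/nickel chelate acceptor beads (10 ug/mL) for 30 min.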
Tb PGK inh – T. brucei PGK inhibition; P07378; PGK/GAPDH coupled, Kinase-Glo luminescence, 60 min; Potency, µM (highest dose often 57.5 µM), inactives show top-dose activity change, negative = inhibition, usual class: inhibitors; hit rate 0.043% among 380,000; note: potency is the fitted concentration of half-maximal effect; % is set by controls: 0 for no effect and ±100 for the full control effect; nearly all actives have a fitted effect of over 60% in size
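Recombinant glycosomal PGK reaction used 1,3-bisphosphoglycerate generated in-well by GAPDH (100nM final) in 100mM TEA pH 7.6, 5mM MgCl2, 0.01% Tween-20. After 60 minutes at room temperature, ATP was read by Kinase-Glo Plus luminescence end-point.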
G9a block – inhibitors of human histone lysine methyltransferase G9a | AID 504332 | Q96KQ7 | G9a H3K9 monomethylation, AlphaScreen, 2 h | Potency, µM (highest dose often 102 µM), inactives show at the top dose activity, negative = inhibition, actives largely listed as inhibitors | hit rate 8.8% among 350,000; note: potency is the fitted concentration of half-maximal effect; % is set by controls: 0 for no effect and ±100 for the full control effect; nearly all actives have a fitted effect of over 75% in size
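Step 1: enzyme (final 20 nM) with compound, 15 min RT. Step 2: substrate peptide 500 nM and SAM 20 uM, 2 h RT. Step 3: anti-H3K9me1 antibody and AlphaScreen beads, 10 min, then plate read.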
JMJD2A Tudor – JMJD2A Tudor domain (human) inhibition; hit rate 4.4% among 390,000; AID 504339; AlphaScreen JMJD2A-Tudor / H3K4me3 peptide binding; Potency, µM (top dose mostly 114 µM), for inactives: at the top dose activity change, negative = inhibition, most hits filed as inhibitors; note: potency is the fitted concentration of half-maximal effect; % is set by controls: 0 for no effect and ±100 for the full control effect; nearly all actives have a fitted effect of over 50% in size
GLS inh – inhibitors of human glutaminase (GLS) | hit rate 0.21% among 410,000 | O94925 | Potency, µM (top dose mostly 45.5 µM), for inactives: at the highest dose activity change, negative = inhibition, actives largely listed as inhibitors | GLS enzymatic activity, qHTS titration | AID 624170; note: potency is the fitted concentration of half-maximal effect; % is set by controls: 0 for no effect and ±100 for the full control effect
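Assay buffer: 45 mM KH2PO4 pH 8.2, 0.02% Tween-20. hKGA acts on L-glutamine (1 mM solution added); product glutamate is reported by an oxidase/peroxidase Amplex Red coupling, with fluorescence taken at baseline and 30 min.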
BAZ2B inh – inhibitors of human BAZ2B bromodomain; Q9UIF8; hit rate 4.4% among 360,000; Potency, µM (highest dose often 114 µM), without a hit: at the top dose activity change, negative = inhibition, usual class: inhibitors; AlphaScreen BAZ2B-H3K14Ac peptide displacement; note: potency is the fitted concentration of half-maximal effect; % is set by controls: 0 for no effect and ±100 for the full control effect; nearly all actives have a fitted effect of over 60% in size
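Protein-peptide AlphaScreen: BAZ2B 50 nM, b-H3K14Ac 50 nM, 1x PBS pH 7.4 + 0.01% Tween-20. Preincubation 30 min RT; cpd 30 min RT (top 110 uM); beads 20 min RT, light-protected.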
POLH inh – DNA polymerase eta (human) inhibition; Potency, µM (highest dose often 114 µM), without a hit: at the top dose activity change, negative = inhibition, actives largely listed as inhibitors; hit rate 1.2% among 390,000; recombinant Pol eta, fluorescent DNA replication assay; AID 588591; note: potency is the fitted concentration of half-maximal effect; % is set by controls: 0 for no effect and ±100 for the full control effect
Target sequence (Q9Y253 whole entry, looked up): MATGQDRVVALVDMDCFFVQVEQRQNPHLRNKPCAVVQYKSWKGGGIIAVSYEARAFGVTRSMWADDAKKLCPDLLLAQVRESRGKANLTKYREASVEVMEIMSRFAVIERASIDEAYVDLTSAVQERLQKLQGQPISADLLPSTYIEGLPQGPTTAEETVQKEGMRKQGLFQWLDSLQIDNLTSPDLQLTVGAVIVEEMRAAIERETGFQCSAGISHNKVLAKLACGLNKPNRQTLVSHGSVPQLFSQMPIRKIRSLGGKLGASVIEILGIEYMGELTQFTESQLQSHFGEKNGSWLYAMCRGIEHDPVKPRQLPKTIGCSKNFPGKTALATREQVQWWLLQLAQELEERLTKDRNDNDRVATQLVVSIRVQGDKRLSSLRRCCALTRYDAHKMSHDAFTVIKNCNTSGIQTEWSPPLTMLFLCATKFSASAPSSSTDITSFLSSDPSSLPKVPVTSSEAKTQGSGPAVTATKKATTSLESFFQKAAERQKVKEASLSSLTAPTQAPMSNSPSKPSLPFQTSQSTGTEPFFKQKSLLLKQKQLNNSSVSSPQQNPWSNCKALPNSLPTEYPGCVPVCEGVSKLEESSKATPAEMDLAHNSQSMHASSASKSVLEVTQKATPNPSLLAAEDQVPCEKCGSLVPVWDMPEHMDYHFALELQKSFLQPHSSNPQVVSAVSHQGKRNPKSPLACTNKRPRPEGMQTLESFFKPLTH
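Fluorescent replication assay: 50 nM final substrate added after a 15 min room-temperature compound preincubation with 10 nM enzyme. Signal taken at 0 min and again at 10 min.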
Pin1 inhibitor – human Pin1 inhibition; hit rate 0.009% among 390,000; Q13526; Pin1 FP peptide displacement, HiFluor488, 10 min; Potency, µM (series often up to 115 µM), for the others: at the highest dose activity, negative = inhibition, most hits filed as inhibitors; active = well fitted inhibition curve with a large enough effect in the polarisation, with a control signal flat, not every such curve was filed as active; inconclusive = small, poorly fitted or top-dose-only effect, or effect the other way, or a change in a side signal; inactive = no such curve, though single readings can be large or run the other way; the % refers to the polarisation; note: potency is the fitted concentration of half-maximal effect; % is set by controls: 0 for no effect and ±100 for the full control effect
Target sequence (Q13526 whole entry, looked up): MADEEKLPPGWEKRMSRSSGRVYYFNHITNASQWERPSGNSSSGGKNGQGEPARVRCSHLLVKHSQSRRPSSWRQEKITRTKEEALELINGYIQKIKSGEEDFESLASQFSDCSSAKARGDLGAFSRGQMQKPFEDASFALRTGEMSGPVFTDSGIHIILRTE
An asterisk follows results filed as active; i = inactive; ? = inconclusive; / = no result given; & = joins results of further samples; [ ] = remark or other dose. Unless noted, calls come from the whole dose curve; as a rule, active = well fitted curve in the direction sought with a large enough effect; inconclusive = small, poorly fitted or top-dose-only effect, or another doubt; inactive = no such curve, though single readings can be large; an effect the other way counts as inactive or inconclusive.

SMILES	PI4K2A inh	HP1b chromo inh	Tb PGK inh	G9a block	JMJD2A Tudor	GLS inh	BAZ2B inh	POLH inh	Pin1 inhibitor
Cc1cccc(N2C(=O)CC(N3CCN(c4ccc(Cl)cc4)CC3)C2=O)c1 (stereo not given)	5	39%	i	3%	-21%	-6%	-6%	-11%	-2%
CC(Sc1nnc2c(n1)[nH]c1ccccc12)C(=O)N(C)C1CCCCC1 (stereo not given)	-4	7%	3%	-11%	-22%	?	-5%	-8%	-1%
Nc1ncnc2c1ncn2[C@@H]1O[C@H](CNCc2ccc(OCC(=O)Nc3nccs3)cc2)[C@@H](O)[C@H]1O	-1	75%[activator]	-8%	/	-4%	-5%	/	-15%	-8%
O=C(COc1cccc(NC(=O)c2ccccc2)c1)c1ccccc1	-1	55%[activator]	4%	9%	-3%	6%	0%	4%	4%
Cc1c(Cl)cccc1N1CC(C(=O)Nc2nccs2)CC1=O (stereo not given)	-6	20%	-8%	-5%[12.7 µM]	-17%	9%	2%	10%	6%
O=C(c1ccccc1)C1CCN(C(=O)Nc2ccccc2)CC1	-1	23%	-1%	-2%	-13%	0%	2%	3%	8%
Cc1ccc(-c2nc(NC(=O)CSc3ccc4ccccc4n3)ns2)cc1	-1&-1	19%&43%	9%&-1%	0%[59 µM]	-9%&-12%	-10%&-4%	-1%&1%	-2%&-9%	43%&2%[activator]
COCCNC(=O)c1c(N)n(-c2cccc(C)c2)c2nc3ccccc3nc12	2	118%[activator]	-14%	-28%	30%	3%	55%[activator]	-13%	?
CCc1ccc(NC(=O)C2(C)Cc3ccccc3C(=O)O2)cc1 (stereo not given)	0	37%[activator]	-6%	7%	11%	0%	2%	-12%	-8%
Cc1ccc(C(=O)N/C(=C\c2cccs2)C(=O)N2CCCCCC2)cc1	-3	7%	-6%	-50%	-9%	17%	-1%	-15%	-2%
Cc1ccccc1NS(=O)(=O)c1ccc(C(=O)N2CCC2)cc1	0	11%	-8%	-28%	-4%	1%	14%	-8%	-1%
CC1(c2ccc(OC(F)F)cc2)NC(=O)N(CC(=O)Nc2cccc(S(N)(=O)=O)c2)C1=O (stereo not given)	-5	34%	-8%	0%[12.7 µM]	-18%[11.4 µM]	0%	-9%	38%[activator]	-2%
O=C(NCCCSc1ccccc1)c1cccnc1	-1	37%	-2%	28µM*	2%	3%	-35%	-5%	-6%
O=C(NCCNC(=O)c1ccccn1)c1ccc(F)cc1	7	19%	-11%	-1%	?	-13%	-14%	-18%	2%
Cc1ccnc2nc(C(=O)NCc3ccccc3)nn12	2	-17%	2%	0%	0%	-6%	-1%	-24%	-4%
CCOc1ccccc1N1CCN(C(=O)CC(C)(C)C)CC1	2	40%[activator]	i	-4%	-15%	-5%	-17%	-16%	-8%
CNc1c(N=Cc2cccnc2)c(=O)n(C)c(=O)n1C	-2	25%	6%	?	-5%	21%	0%	-7%	-4%
COc1ccc(CN2COc3ccc4c(-c5ccccc5)cc(=O)oc4c3C2)cc1	-1	112%[activator]	i	35%[59 µM]	-11%	15%	40%[activator]	-14%	15%
COc1ccc(C(=O)NC2CCN(Cc3c(F)cccc3Cl)CC2)cc1OC	0	29%	1%	-3%[12.7 µM]	-4%	-2%	-1%	-8%	6%
Cn1c(=O)c2cn(-c3ccccc3)cc2n(C)c1=O	-3	56%[activator]	-12%	33%[12.7 µM]	-29%	3%	-23%	-13%	-6%
O=C(O)c1cc(N2N=C(C(F)(F)F)/C(=C/C=C/c3ccco3)C2=O)ccc1Cl	-67*	1.6µM*	?	2.5µM*	1µM*	8.9µM*	13µM*	-99%	/
Oc1[nH]c2ccc(Br)cc2c1N=NC(=S)Nc1ccc(F)cc1	-3	?	2%	-41%	-31%	1%	?	-11%	2%
CCOc1ncccc1C(=O)Nc1cc(S(=O)(=O)N2CCCCC2)ccc1Cl	-5	-2%	i	24%[12.7 µM]	-12%	9%	5%	-2%	0%
CC1(C)NC(C)(C)c2nonc2/C1=N\O	-3	27%	-1%	14%[59 µM]	5%	20%	/	-2%	-10%
COc1ccc(S(=O)(=O)NCCc2nnc3ccc(SCC(=O)Nc4cc(C)cc(C)c4)nn23)cc1	-1	29%	13%	-6%[59 µM]	-13%	3%	-16%	-6%	21%
O=C(NC1CCN(CC(=O)N(c2ccccc2)c2ccccc2)CC1)c1ccc([N+](=O)[O-])cc1	1	16%	-2%	3%	-12%	-9%	-1%	10%	6%
N#Cc1cccc(NC(=O)CNc2cc(S(=O)(=O)N3CCOCC3)ccc2N2CCCC2)c1	0	2%	-3%	-2%[0.501 µM]	-32%	11%	-32%	-21%	1%
CC1=NN(c2ccccc2)C(=O)C1N=Nc1ccc(N)cc1 (stereo not given)	?	?	-12%	?	?	-14%	13µM*	-5%	8%
CCCc1cc(=O)n2[nH]c(NCc3c(Cl)cccc3Cl)nc2n1	2	16%	-3%	-51%[12.7 µM]	-13%	-2%	-10%	-10%	-6%
O=[N+]([O-])c1ccc2ccn(C3OCC(O)C(O)C3O)c2c1 (stereo not given)	0	21%	1%	?	-3%	6%	-38%	-6%	-6%
COC(=O)C1(C)COP(=O)(NC23CC4CC(CC(C4)C2)C3)OC1 (stereo not given)	7	20%	0%	/	-14%	4%	/	-4%	5%
CCOCCOC(=O)COc1ccc2c(-c3ccccc3)cc(=O)oc2c1	-2	62%[activator]	-2%	25%[59 µM]	8%	0%	6%	-12%	1%
CCCn1c(CCC(=O)Nc2cccc(C)c2C)nc2cccnc21	1	18%	i	-23%[59 µM]	-15%	2%	-9%	-5%	?
O=C(C1CCCCC1)N1CCN(c2ccnc3cc(Cl)ccc23)CC1	-1	36%	i	/	-13%	-6%	6%	-14%	6%
CCOC(=O)C1CCN(S(=O)(=O)c2cc(Cl)c(C)cc2OC)CC1	0	25%	-4%	-23%[12.7 µM]	0%	-2%	11%	-2%	-1%
Cc1ccc2nc(NC(=O)c3nc(SCc4ccccc4F)ncc3Cl)sc2c1	4	-2%	-8%	10%[59 µM]	-12%	-5%	-1%	-20%	-7%
COc1ccc(Cc2nnc(SCC(=O)c3ccc4c(c3)NC(=O)CO4)o2)cc1	-4	36%	0%	-44%	-6%	-7%	11%	-15%	13%
Cc1ccccc1-n1c(SCc2cc(=O)n3ccccc3n2)nc2[nH]ncc2c1=O	-2	39%	5%	7%	2%	10%	12%	14%	-5%
COc1cccc(C2C(C(=O)c3sc(C)nc3C)=C(O)C(=O)N2CCN2CCOCC2)c1 (stereo not given)	4	23%	-4%	50µM*	?	-1%	-5%	-20%	-2%
CC(=O)c1ccc(Nc2nc3ccccc3nc2-n2nc(C)cc2C)cc1	5	49%[activator]	5%	14%[59 µM]	7%	0%	13%	-12%	12%
CCC(=Cc1ccccc1OC)c1ccncc1	2	3%	-6%	/	-3%	-4%	/	-21%	1%
CCN(CC)S(=O)(=O)c1ccc(NC(=O)Cn2cnc3ccccc3c2=O)cc1	1	27%	-10%	-3%[12.7 µM]	-13%	12%	9%	4%	-8%
C=CCn1c(COc2ccc(Cl)cc2)nnc1SCC(=O)N1CC(=O)Nc2ccccc21	-2	26%	-6%	-2%[12.7 µM]	0%	/	5%	-11%	-2%
CN(C)S(=O)(=O)N1CCC(Oc2cccc(C(=O)NC3CCCCCC3)c2)CC1	0	19%	0%	-9%	-13%	-2%	-14%	-5%	0%
O=C(COC(=O)c1cccc(Br)c1)NCCC1=CCCCC1	6	19%	i	3%	-5%	12%	/	-5%	2%
COc1ccc(-n2c(C)cc(C(=O)CSc3ccc(NC(C)=O)cc3)c2C)cc1	-5	?	0%	?	?	9%	45µM*	?	4%
Cn1cnnc1Sc1ccc(C(=O)OCC(=O)Nc2cc(Cl)cc(Cl)c2)cc1[N+](=O)[O-]	1	-9%	-1%	16µM*	?	2%	-39%	-16%	1%
CCCN1CCN(C(=O)Cn2ncc3c4ccccc4n(Cc4cccc(Cl)c4)c3c2=O)CC1	-3	2%	-6%	-4%[59 µM]	-36%	5%	-32%	-24%	?
COc1cc(/C=C/C(=O)OCC(=O)Nc2ccc(C)cc2[N+](=O)[O-])ccc1O	-5	12%	-9%	-7%[59 µM]	-18%	5.6µM*	-27%	?	-2%
O=C(CCCCCn1nnc2ccccc2c1=O)N[C@H](C(=O)O)c1ccccc1	2	-6%	i	/	-10%	0%	-1%	-12%	0%
COc1ccc(SC[C@H](CC(C)C)N2CCN(C)CCC2=O)cc1	-1	33%	-7%	22%[59 µM]	-7%	1%	1%	-10%	0%
COc1ccc(NS(=O)(=O)c2cc(OCC(N)=O)c(C)cc2Cl)cc1	6	13%	6%	14%[59 µM]	-5%	25%	4%	-19%	-1%
O=[N+]([O-])c1cccc(NC2=NCCC2)c1	-2	29%	i	25%[12.7 µM]	-4%	-4%	-11%	-4%	3%
COC(=O)c1ccc(OCC2c3cc(OC)c(OC)cc3CCN2C(=O)C(C)C)cc1 (stereo not given)	0	43%[activator]	-3%	-10%[59 µM]	-13%	-11%	?	-19%	-4%
CCCN(C(=O)C(C)Oc1cccc(Cl)c1)c1c(N)n(Cc2ccccc2)c(=O)[nH]c1=O (stereo not given)	-2	25%	2%	/	-10%	-14%	-9%	-24%	-9%
Cc1cc2c(cc1C)N(Cc1ccccc1)C1=NCCCN12	3	55%[activator]	-3%	/	-15%[11.4 µM]	2%	2%	2%	-2%
CCc1nc2ccccc2n(CCOCCn2c(=O)c(CC)nc3ccccc32)c1=O	-7	10%	-11%	-11%[59 µM]	-4%	3%	/	-3%	-7%

Source: PubChem BioAssay (National Center for Advancing Translational Sciences (NCATS))

An excerpt; rates above refer to the full screens.
